Compound activity from PubChem BioAssay.
NTR1 ag – agonists of NTR1, primary screen, imaging, U2OS cells, beta-arrestin-GFP, high content (AID 493036); actives 0.17% (n = 330,000); Neurotensin receptor type 1 (Homo sapiens), P30989; NTR1-U2OS beta-arrestin-GFP spot imaging, agonist mode; activation, % at 20 µM;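 active = activation at or above 40% of the spot to cytoplasm intensity ratio, with at least 20 cells analyzed; inconclusive = wells under 20 cells, flagged as cytotoxic or low count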;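 also: 0% = DMSO without peptide and 100% = 100 nM NTR1 peptide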
Target sequence (P30989 whole entry, looked up): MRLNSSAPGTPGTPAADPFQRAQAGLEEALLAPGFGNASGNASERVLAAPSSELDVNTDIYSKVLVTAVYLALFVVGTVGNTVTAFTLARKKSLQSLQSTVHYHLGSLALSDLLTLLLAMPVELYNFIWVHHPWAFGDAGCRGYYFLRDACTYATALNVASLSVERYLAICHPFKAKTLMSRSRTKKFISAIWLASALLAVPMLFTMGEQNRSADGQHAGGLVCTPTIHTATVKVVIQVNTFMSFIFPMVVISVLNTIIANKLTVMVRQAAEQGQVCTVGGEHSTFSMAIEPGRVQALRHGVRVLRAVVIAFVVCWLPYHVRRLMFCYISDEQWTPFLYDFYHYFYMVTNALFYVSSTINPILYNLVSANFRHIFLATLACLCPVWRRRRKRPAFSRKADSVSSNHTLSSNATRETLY
West Nile antiviral – West Nile virus antiviral activity, cell-based, CPE readout (AID 1621); West Nile virus-infected cells, CPE inhibition; higher % means a stronger effect; one-dose CPE inhibition, % at 10 µM; IC50 in µM for titrated hits; actives 0.02% (n = 290,000); in the data active = a potency from the dose series; inconclusive = CPE inhibition mostly from about 3.7% at the one dose, without a potency; inactive = the rest, 99 in 100 with CPE inhibition below about 2.2%; also: strong numbers were not always called active
Salmonella PhoP GFP – inhibitors of PhoP regulon expression, primary screen, Salmonella Typhimurium, GFP reporter (AID 1863); S. Typhimurium PhoP-regulated promoter GFP reporter, 4 h; higher % means a stronger effect; actives 0.16% (n = 300,000); inhibition, % at 50 µM, or IC50 in µM where a hit was titrated;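 active = inhibition over 29.93%, a cutoff 3 SD above the screen mean, later confirmed by dose response; inconclusive = inhibition over 29.93% but no dose response follow-up; inactive = inhibition at most 29.93% or unconfirmed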;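 also: 0% = low Mg2+ inducing control and 100% = high Mg2+ repressing control; strong numbers were not always called active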
T cell HTS – modulators of CD8 T cell-vesicle binding, primary screen, mouse 2C CD8+ T cells, flow cytometry; 2C CD8+ T cell-vesicle binding; active compounds read low; calls only at 7 µM; actives 0.068% (n = 330,000); AID 2052, 2009;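 active = response, share of CD8 T cells binding vesicles, and their 90th percentile fluorescence all below set limits, cut at about 80% in these data, passing the limit was not always enough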
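Incubation: binding step 1.5 h, 37 °C, antibody labelling 20 min, ice; system: murine 2C transgenic CD8+ T lymphocytes; technique: cytometric PE anti-B7-1 and Alexa647 anti-CD8 signals after 1% paraformaldehyde fixation; also added: QL9-charged Drosophila Ld/ICAM-1/B7-1 vesicles; control set: naked versus QL9-loaded vesicles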
T cell HTS vesicle-bound % – recorded beside T cell HTS, whose call it bears; double positive events, %; measured here: CD8+ vesicle-bound cell fraction;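 binding gate set so that unloaded-vesicle control wells show 10% double positive cells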
NTR1 ag cell count 20 µM – recorded beside NTR1 ag, whose call it bears; cell count; measured here: cell count, cytotoxicity flag
* = called active by the depositor; i = inactive; ? = inconclusive; . = not tested or not shown. Only part of the results is shown; the hit share may differ from the screen's.

SMILES	NTR1 ag	NTR1 ag cell count 20 µM	West Nile antiviral	Salmonella PhoP GFP	T cell HTS	T cell HTS vesicle-bound %
Cc1ccc(OP(=O)(O)Oc2ccc(C)cc2)cc1	-0.7	73	-0.1%	.	i	24.5
CCCNC(=O)N1[C@H]2CC[C@@H]1C(C(=O)OC)=C(c1cc3ccccc3o1)C2	-1.9	96	-1.0%	.	i	8.0
CC[C@H]1CC2CN3CCc4c([nH]c5ccccc45)C(C(=O)OC)(C2)C13 (stereo not given in full)	-1.9	83	-0.5%	.	i	37.4
CNCC(O)c1cc(OCc2ccccc2)c(OCc2ccccc2)cc1F (stereo not given)	13.9	47	?	.	i	13.7
CCN1C[C@]2(C)CC[C@H](O)[C@]34C1[C@H](C[C@H]23)[C@@]1(O)C[C@H](OC)[C@H]2C[C@@H]4[C@@H]1C2O (stereo not given in full)	-1.7	45	.	7.1%	i	61.8
CC[C@H](C)[C@@H]1O[C@@]2(C=CC1C)CC1C[C@@H](CC=C(C)C(O[C@H]3CC(OC)C(O[C@H]4CC(OC)C(O)C(C)O4)C(C)O3)C(C)C=CC=C3CO[C@@H]4C(O)C(C)=C[C@@H](C(=O)O1)[C@]34O)O2 (stereo not given in full)	24.1	36	.	1.6%	i	18.0
Cc1sc2ncnc(N3CCC(C(=O)Nc4ccc(C#N)c(Cl)c4)CC3)c2c1C	24.3	58	.	-3.6%	i	9.1
c1ccc2c(c1)-c1cccc3cccc-2c13	4.6	94	.	0.0%	i	37.7
Ic1ccccc1CN[C@@H]1C2CCN(CC2)[C@@H]1C(c1ccccc1)c1ccccc1	10.5	56	.	-5.2%	i	20.3
CCCN1CCC[C@@H](c2cccc(O)c2)C1	-2.2	65	.	-7.4%	i	33.3
CNC(C)(C)Cc1ccccc1	0.8	62	.	6.2%	i	64.9
C[N+](C)(C)CCOC(=O)CBr	3.4	61	.	-6.8%	i	26.6
C[C@]12CCC(=O)C=C1C=C[C@@H]1[C@@H]2CC[C@@]2(C)[C@H]1CC[C@@]2(O)CCC(=O)O	0.5	67	.	-7.6%	i	65.2
Clc1cccc(N2CCNCC2)c1	-2.6	57	.	-8.2%	i	13.8
O=C(COC(=O)Cc1ccccc1)Nc1nnc(-c2ccccc2)o1	-0.2	57	.	-12.3%	i	19.5
C[C@]12CCC3[C@@H](CC[C@@H]4C[C@H](O)CC[C@]34C)[C@@H]1CCC2=O (stereo not given in full)	3.8	67	.	6.0%	i	54.9
NC1CCc2cc(O)c(O)cc2C1 (stereo not given)	4.2	46	.	2.3%	i	13.3

As entered above:
C[C@]12CCC3[C@@H](CC[C@@H]4C[C@H](O)CC[C@]34C)[C@@H]1CCC2=O (stereo not given in full) in T cell HTS vesicle-bound % is listed with 54.9
CNCC(O)c1cc(OCc2ccccc2)c(OCc2ccccc2)cc1F (stereo not given) in T cell HTS vesicle-bound % is listed with 13.7
Cc1ccc(OP(=O)(O)Oc2ccc(C)cc2)cc1 in NTR1 ag cell count 20 µM is listed with 73
CC[C@H](C)[C@@H]1O[C@@]2(C=CC1C)CC1C[C@@H](CC=C(C)C(O[C@H]3CC(OC)C(O[C@H]4CC(OC)C(O)C(C)O4)C(C)O3)C(C)C=CC=C3CO[C@@H]4C(O)C(C)=C[C@@H](C(=O)O1)[C@]34O)O2 (stereo not given in full) in NTR1 ag is listed with 24.1

At a glance, some entries already given:
SMILES	NTR1 ag	NTR1 ag cell count 20 µM	West Nile antiviral	Salmonella PhoP GFP	T cell HTS	T cell HTS vesicle-bound %
Clc1cccc(N2CCNCC2)c1	-2.6	57	.	-8.2%	i	13.8
O=C(COC(=O)Cc1ccccc1)Nc1nnc(-c2ccccc2)o1	-0.2	57	.	-12.3%	i	19.5

Full records from above. Screens in order: NTR1 ag, NTR1 ag cell count 20 µM, West Nile antiviral, Salmonella PhoP GFP, T cell HTS, T cell HTS vesicle-bound %
`Cc1ccc(OP(=O)(O)Oc2ccc(C)cc2)cc1` as listed: -0.7, 73, -0.1%, ., i, 24.5
`NC1CCc2cc(O)c(O)cc2C1` (stereo not given) as listed: 4.2, 46, ., 2.3%, i, 13.3
`Clc1cccc(N2CCNCC2)c1` as listed: -2.6, 57, ., -8.2%, i, 13.8
`C[C@]12CCC3[C@@H](CC[C@@H]4C[C@H](O)CC[C@]34C)[C@@H]1CCC2=O` (stereo not given in full) as listed: 3.8, 67, ., 6.0%, i, 54.9
`Cc1sc2ncnc(N3CCC(C(=O)Nc4ccc(C#N)c(Cl)c4)CC3)c2c1C` as listed: 24.3, 58, ., -3.6%, i, 9.1
